NSD2 HMT inh: NSD2 (human) methyltransferase inhibition; O96028; NSD2 peptide methylation, AlphaScreen, 120 min; inhibition, % at 12.5 µM; 0.54% of 310,000 active; AID 743445; in the data active = inhibition above about 50%
Rtt109 Vps75: blocks Candida albicans Rtt109/Vps75 acetyltransferase activity | purified Rtt109/Vps75, ThioGlo CoA-SH fluorescence, 4 h | inhibition, % at 34.9 µM | 0.16% of 330,000 active;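 active = inhibition of at least 50% in every replicate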
LANA DNA inh: KSHV C-LANA DNA binding inhibition; MBP-C-LANA/FAM-LBS DNA binding, fluorescence polarization; inhibition, % at 9 µM; 0.078% of 340,000 active; AID 504423;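 active = highest replicate inhibition at or above 60% at 9 µM, even if other replicates fall short; inactive = all replicates below 60% inhibition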;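 also: 0% = neutral control wells and 100% = 4 µM acridine orange control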
Keap1 Nrf2 FP: Keap1-Nrf2 (human) interaction inhibition | Keap1 Kelch-Nrf2 peptide fluorescence polarization, 1536-well | Q14145 | 0.15% of 340,000 active | inhibition, % at 9.4 µM; in the data active = inhibition above about 12%;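 also: human Keap1 Kelch domain with fluorescein labeled Nrf2 9mer peptide probe; 0% = neutral control wells and 100% = peptide positive control; higher means more block of Keap1 binding to Nrf2 peptide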
Target sequence (Q14145 whole entry, looked up, the tested form may be a part): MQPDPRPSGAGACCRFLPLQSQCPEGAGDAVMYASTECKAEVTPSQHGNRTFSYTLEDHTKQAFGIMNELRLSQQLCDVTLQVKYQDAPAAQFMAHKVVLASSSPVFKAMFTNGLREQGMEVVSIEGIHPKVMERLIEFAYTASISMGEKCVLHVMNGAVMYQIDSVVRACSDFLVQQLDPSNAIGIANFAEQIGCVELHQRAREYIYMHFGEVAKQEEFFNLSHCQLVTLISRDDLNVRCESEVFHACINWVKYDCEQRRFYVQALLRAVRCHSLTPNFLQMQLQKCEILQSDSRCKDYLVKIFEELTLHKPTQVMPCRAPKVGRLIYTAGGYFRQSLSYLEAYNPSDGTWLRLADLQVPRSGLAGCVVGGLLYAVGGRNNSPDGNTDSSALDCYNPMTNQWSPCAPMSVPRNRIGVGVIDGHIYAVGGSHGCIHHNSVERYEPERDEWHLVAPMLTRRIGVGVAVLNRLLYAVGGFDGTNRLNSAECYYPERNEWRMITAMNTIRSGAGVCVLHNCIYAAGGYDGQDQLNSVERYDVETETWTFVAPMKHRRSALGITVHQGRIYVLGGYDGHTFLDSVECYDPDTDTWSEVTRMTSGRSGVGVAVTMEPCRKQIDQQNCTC
CDK5 p35 inh: CDK5/p35 (human) kinase inhibition. inhibition, % at 10 µM. AID 488839. Q00535+Q15078. 0.01% of 330,000 active. Recombinant CDK5/p35, ADP-Glo luminescence, 60 min;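 active = highest replicate inhibition of at least 50% and at least 75% of replicates reaching 50%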;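 also: plate controls were DMSO neutral control for no effect and GW8510 at 10 µM for full effect; many of its hits are not listed in these tables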
PvdQ acylase: blocks Pseudomonas aeruginosa PvdQ acylase activity; purified PvdQ acylase, fluorescence plate reader; inhibition, % at 10 µM; 0.063% of 340,000 active; in the data active = inhibition above about 30%, passing the limit was not always enough;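 also: 0% = vehicle neutral wells and 100% = reference inhibitor wells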
PfHsp90 yeast 2: reduces growth (ATP signal) of yeast expressing P. falciparum Hsp90; inhibition, % at 9.4 µM; 0.32% of 310,000 active; S. cerevisiae expressing PfHsp90, BacTiter-Glo ATP, 48 h; yeast lacking PDR1 and PDR3 efflux regulators;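 active = every replicate shows inhibition above about 80%, whatever the replicate mean, limit read from the data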;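 also: 0% = DMSO neutral controls and 100% = 20 µM radicicol positive controls; yeast relying on Plasmodium falciparum Hsp90 in place of its own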
dFosB act: mouse delta FosB homodimer activation; activation, % at 25 µM; P13346; purified delta FosB, TAMRA-CDK5 oligo fluorescence polarization; percent of positive-control signal above neutral wells; AID 493131; 0.99% of 340,000 active;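 active = mean activation above about 17%, with every replicate also reaching it, limit read from the data, passing the limit was not always enough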;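 also: fluorescence polarization rise as delta FosB binds a TAMRA Cdk5 AP-1 oligo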
Target sequence (P13346 whole entry, looked up): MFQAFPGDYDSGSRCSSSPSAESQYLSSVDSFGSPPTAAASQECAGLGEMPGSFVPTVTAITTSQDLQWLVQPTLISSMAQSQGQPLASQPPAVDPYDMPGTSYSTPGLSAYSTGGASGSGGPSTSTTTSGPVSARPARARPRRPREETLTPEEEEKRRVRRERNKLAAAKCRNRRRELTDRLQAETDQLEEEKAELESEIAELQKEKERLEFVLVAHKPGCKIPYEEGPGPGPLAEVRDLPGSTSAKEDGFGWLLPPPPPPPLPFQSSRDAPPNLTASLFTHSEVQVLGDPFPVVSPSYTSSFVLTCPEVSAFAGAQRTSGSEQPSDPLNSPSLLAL
RTF Ca sens inh: cardiac RTF calcium desensitization; 0.12% of 340,000 active; inhibition, % at 7.15 µM; P19429+P45379; IANBD-labeled cardiac RTF, Ca2+ fluorescence;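 active = inhibition above the mean inhibition of all tested compounds plus 3 SD, cut at about 17% in these data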;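 also: assay run at fixed EC70 calcium of 1.6 mM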
cardiac RTF act: cardiac RTF calcium sensitization; P19429+P45379; IANBD-labeled TnC RTF fluorescence at EC20 calcium; 0% EC20 calcium, 100% full calcium; activation, % at 7.2 µM; 0.24% of 340,000 active;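 active = activation above the mean over all tested compounds plus 3 SD, cut at about 30% in these data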;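 also: rise in fluorescence read as greater calcium sensitivity of cardiac thin filaments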
SUMO Mot1 rescue: SUMOylation pathway inhibition by Mot1-301 growth rescue; 1% of 320,000 active; growth rescue, % at 18.8 µM; S. cerevisiae Mot1-301 growth rescue, ATP luminescence, 38.5C; percent above DMSO median, 100 means doubled;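 active = every valid replicate shows activation above 250% relative to neutral control wells; inactive = the rest, any valid replicate at or below 250%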;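 also: OY570 slx delta 5 strain wells were the positive control but not used for scaling; some compounds called inactive have numbers as strong as hits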
The depositor's hits bear a star; . = no result given. Compounds were not picked by outcome; about 3.2% have a hit in one of these screens.

#	mol	NSD2 HMT inh	Rtt109 Vps75	LANA DNA inh	Keap1 Nrf2 FP	CDK5 p35 inh	PvdQ acylase
1	COC(=O)c1cc2c(C)c(C)c3ccccn3c-2c1C(=O)OC	-4	5	12	1	1.4	-9
2	COc1ccc(/C=C2\SC(=O)N(CC(=O)NNC(=O)c3ccccc3O)C2=O)cc1OC	0	-3	-0.2	-2	-0.5	-9
3	O=C1COc2ccc(C(=O)CSc3nnc(-c4cccs4)n3Cc3ccccc3)cc2N1	-1	7	-1.4	5	0.7	6
4	COc1ccc(CNC(=O)C2=CC(c3ccc(OC)cc3)=NS(=O)(=O)N2C)cc1	.	-4	0.6	-5	2.8	-3
5	C(=C\c1nc(-c2ccccc2)no1)/c1ccccc1	-3	-5	-1.7	1	1.3	-13
6	CCOC(=O)c1ccc(NC(=O)CN2C(=O)CSC(C)C2=O)cc1 (centres undefined)	-1	0	0.2	5	-1.8	-8
7	COCCCNc1ncnc2c1sc1nc(-c3ccco3)c3c(c12)CC(C)(C)OC3	26	-7	3.2	-1	-0.5	-5
8	O=C(C[n+]1cc(-c2ccccc2)n2c1CCC2)N1c2ccccc2Sc2ccccc21	5	6	-0.3	0	-0.3	-12
9	COCCN(C(=O)Cn1nnc2ccccc21)C(C(=O)NC1CCCC1)c1ccc(OC)cc1OC (centres undefined)	-1	5	1.3	-5	0.1	-8
10	C/C(Cl)=C/CSc1nc2c(c(=O)[nH]c(=O)n2C)n1C(C)C	-2	4	-0.5	3	-0.4	-15

#	PfHsp90 yeast 2	dFosB act	RTF Ca sens inh	cardiac RTF act	SUMO Mot1 rescue
1	-6	-9	-22	23	-9
2	-28	12	-11	5	-11
3	1	-7	-6	-8	6
4	-1	-2	-7	1	-5
5	-45	-14	-2	-3	0
6	-1	3	-5	3	37
7	12	-40	2	5	81
8	0	-7	-13	5	22
9	20	-7	-10	-2	209
10	-11	-8	-12	-5	-7

Other records follow:
#	mol	NSD2 HMT inh	Rtt109 Vps75	LANA DNA inh	Keap1 Nrf2 FP	CDK5 p35 inh	PvdQ acylase
11	COc1ccc(CCNC(=O)C23CN(Cc4ccccc4)CC2C(c2cccc([N+](=O)[O-])c2)=NO3)cc1 (centres undefined)	.	-6	-0.3	-7	1.5	-2
12	Cc1onc(-c2c(Cl)cccc2Cl)c1C(=O)Nc1c(C)n(C)n(-c2ccccc2)c1=O	2	-1	1.7	-3	0.6	-3
13	CS(=O)(=O)N(Cc1ccccc1)c1ccc(C(=O)Nc2ccccc2C(=O)O)cc1	-3	2	3.9	-2	-1.1	-1
14	Cn1c(O)c(N=NC(=N)N)c2ccccc21	-3	-1	-13	1	1.0	7
15	Cc1ccc(S(=O)(=O)N2CCN(C(=O)COC(=O)CNC(=O)c3ccc(Cl)cc3Cl)CC2)cc1	-2	3	-0.3	-4	-1.6	-12
16	CC1=Nn2c(nnc2-c2ccccc2Cl)SC1	0	-2	1.0	0	-0.1	-15
17	CCOc1ccccc1CNC(=O)CNC(=O)c1cccs1	.	3	1.3	-5	-1.3	-11
18	Cc1cc(=O)oc2cc(NC(=O)COc3ccccc3[N+](=O)[O-])ccc12	-1	16	0.6	-4	1.8	15
19	CCOC(=O)c1c(NC(=O)CSc2nc3nc(C)cc(C)n3n2)sc(CC)c1C	-1	-3	-1.3	0	1.0	11
20	CCOC(=O)C1(CC2CCCCO2)CCN(Cc2cccnc2)CC1 (centres undefined)	-2	4	-3.1	-2	0.6	12

#	PfHsp90 yeast 2	dFosB act	RTF Ca sens inh	cardiac RTF act	SUMO Mot1 rescue
11	18	-5	2	0	14
12	-21	4	-5	-3	.
13	13	-10	-1	2	7
14	6	-9	-7	2	-8
15	2	-12	-1	0	-2
16	.	0	2	-1	11
17	8	-2	-2	-5	-6
18	-5	-8	0	2	0
19	-12	1	-4	-2	14
20	1	-1	-5	-2	-8

The results go on.
#	mol	NSD2 HMT inh	Rtt109 Vps75	LANA DNA inh	Keap1 Nrf2 FP	CDK5 p35 inh	PvdQ acylase
21	NS(=O)(=O)c1ccc(NC(=O)NC2CCCCC2)cc1	0	-3	0.6	-1	0.5	1
22	O=C(CNC(=O)c1sc2ccccc2c1Cl)Nc1ccccc1F	5	-3	0.9	-3	2.2	-17
23	COc1cc2c(C#N)c(N3CCc4ccccc4C3)nc(N)c2c(N)n1	2	-5	1.4	-2	2.5	5
24	CCOC(=O)C1(Cc2cccc(OC)c2)CCN(C2CCOCC2)CC1	-3	7	-0.9	-3	2.5	3
25	C#CCNC(=O)C1=C[C@H](c2coc3ccccc3c2=O)C[C@H](OCc2ccc(CO)cc2)O1	.	8	0.0	-5	-1.4	-14
26	Cn1c(SCCOc2cccc(Cl)c2)nnc1-c1ccncc1	1	-3	0.3	-8	-2.0	-8
27	COc1ccc(CNC(=O)CN(C(=O)c2csnn2)c2ccc(F)cc2)cc1	24	-5	1.9	-7	0.2	-14
28	COc1cc(C(=O)N2CCCc3ccccc32)cc(OC)c1OC	21	-6	0.1	-1	1.9	0
29	C=CCSc1nnc(-c2cc(C(C)(C)C)nn2Cc2ccc(F)cc2)n1C	0	0	-0.4	5	0.3	-6
30	COc1ccc(OC)c(NC(=O)C2CCCN(S(=O)(=O)c3ccc(-n4cnnn4)cc3)C2)c1 (centres undefined)	-4	-1	3.9	1	-0.3	-14

#	PfHsp90 yeast 2	dFosB act	RTF Ca sens inh	cardiac RTF act	SUMO Mot1 rescue
21	.	3	3	0	5
22	10	2	5	-6	-11
23	-73	1	-12	-2	-10
24	-1	5	-9	-3	15
25	5	-9	3	-5	-8
26	-2	-1	-1	-1	10
27	13	2	1	3	-1
28	17	1	-4	0	-6
29	6	-4	2	-5	1
30	12	-5	-6	-1	-2

Carrying on:
#	mol	NSD2 HMT inh	Rtt109 Vps75	LANA DNA inh	Keap1 Nrf2 FP	CDK5 p35 inh	PvdQ acylase
31	O=C1CCc2cc(S(=O)(=O)NC(Cc3ccccc3)C(=O)NC3CCCC3)ccc2N1 (centres undefined)	.	3	1.1	-2	0.2	-5
32	CCC[C@@H](CN[C@@H](CNC)[C@H](C)CC)NCC1CCC(C(C)(C)C)CC1 (some centres undefined)	.	-6	0.3	-2	-1.3	-11
33	CC1(C)Cc2c(sc3nc(SCC(=O)O)nc(N)c23)CO1	0	-12	1.9	2	0.5	-15
34	CC(C)CC(NC(=O)C1CCC(C)CC1)C(=O)Nc1ccccn1 (centres undefined)	0	-7	2.2	5	0.5	-3
35	CN(C)c1ccc(CN2CCCCCC2)cc1	-1	.	0.0	-2	0.4	-12
36	O=C(CCc1nc2ccccc2c(=O)[nH]1)NCCN1C(=O)S/C(=C\c2ccc(OC(F)F)cc2)C1=O	1	-7	-0.2	4	-1.1	-3
37	O=c1[nH]c(SCc2ccccc2)nc2ccsc12	-1	.	0.2	-3	-0.7	-11
38	C=C(C)Cn1c(N2CC(C)CC(C)C2)nc2c1c(=O)[nH]c(=O)n2C (centres undefined)	.	9	0.3	-2	0.6	7
39	S=c1[nH]nc(-c2ccc(Cl)cc2Cl)n1-c1ccc(Cl)cc1	4	5	-3.0	-2	-0.6	9
40	NNC(=O)C1CCN(S(=O)(=O)c2ccc(Cl)cc2)CC1	0	-6	-0.5	0	2.2	-13

#	PfHsp90 yeast 2	dFosB act	RTF Ca sens inh	cardiac RTF act	SUMO Mot1 rescue
31	-18	-1	-10	1	-11
32	.	-11	5	3	-28
33	-10	-5	-7	-1	2
34	-39	-3	1	2	66
35	.	-4	0	-2	3
36	-3	47*	-5	-1	.
37	-14	0	-1	-3	-1
38	-4	-1	-5	0	-19
39	-1	-10	-13	2	1
40	-16	2	-9	4	2

Continued, overlapping the part above by four compounds.
#	mol	NSD2 HMT inh	Rtt109 Vps75	LANA DNA inh	Keap1 Nrf2 FP	CDK5 p35 inh	PvdQ acylase
37	O=c1[nH]c(SCc2ccccc2)nc2ccsc12	-1	.	0.2	-3	-0.7	-11
38	C=C(C)Cn1c(N2CC(C)CC(C)C2)nc2c1c(=O)[nH]c(=O)n2C (centres undefined)	.	9	0.3	-2	0.6	7
39	S=c1[nH]nc(-c2ccc(Cl)cc2Cl)n1-c1ccc(Cl)cc1	4	5	-3.0	-2	-0.6	9
40	NNC(=O)C1CCN(S(=O)(=O)c2ccc(Cl)cc2)CC1	0	-6	-0.5	0	2.2	-13
41	CC(C)(C)c1ccc(C(=O)NCC(=O)O)cc1	-8	1	-0.6	-2	-2.0	7
42	COc1ccc(-c2nnn(CCc3nn[nH]n3)n2)cc1OC	0	8	-0.3	-3	-2.7	-16
43	CSc1ncccc1C(=O)OCC(=O)NC(C)C	8	-4	-1.4	-1	-2.1	-9
44	COCCN(C(=O)c1snc(C(N)=O)c1N)C(C(=O)NC1CCCCC1)c1cc(OC)c(OC)c(OC)c1 (centres undefined)	0	-2	0.4	0	2.9	-3
45	Cc1c(NC(=O)CS(=O)(=O)c2ccccc2)c(=O)n(-c2ccccc2)n1C	.	-2	-1.0	0	1.2	-12
46	Cc1cc2ncn(CCOc3ccccc3C#N)c2cc1C	-2	-17	-0.2	-2	0.4	-9
47	O=C(CN1CCOc2ccccc21)NCc1ccccc1	.	0	-1.7	-4	-7.5	-22
48	CC(=O)Nc1ccc(NC(=O)CSc2nnc(-c3cccnc3)o2)cc1	-5	-6	0.3	0	3.5	-5
49	COc1cccc(NC(=O)Cn2cnc3c(oc4nc5c(cc43)CCCC5)c2=O)c1	1	-12	0.5	-2	-0.4	-7
50	COC(=O)C(C)NC(=O)c1ccc(C(C)(C)C)cc1 (centres undefined)	-2	11	-2.4	4	-1.5	-7
51	COC(=O)Nc1ccc2ncn(C)c(=O)c2c1	.	-12	-1.0	-2	0.9	-11
52	CCCCn1c(=O)[nH]c(=O)c2c1nc(Cn1ncc(Cl)c(Cl)c1=O)n2CCC	2	5	0.4	0	-0.5	3
53	COc1cccc(C(=O)N(CN2CCCC2=O)c2cccc(Cl)c2)c1	-3	2	1.0	-1	-0.5	-14

#	PfHsp90 yeast 2	dFosB act	RTF Ca sens inh	cardiac RTF act	SUMO Mot1 rescue
37	-14	0	-1	-3	-1
38	-4	-1	-5	0	-19
39	-1	-10	-13	2	1
40	-16	2	-9	4	2
41	4	3	-14	5	1
42	.	-2	-1	1	54
43	3	0	-17	2	-2
44	8	-1	0	-2	4
45	-30	1	-4	5	7
46	13	-2	-6	-4	.
47	11	-11	3	10	-22
48	0	-2	0	6	-8
49	7	-11	-7	3	5
50	23	-10	-6	1	-10
51	-36	-7	-3	4	-23
52	0	-11	1	2	3
53	.	-1	-8	2	-11

Compound profiles (already shown):
Entry for Cc1cc2ncn(CCOc3ccccc3C#N)c2cc1C → NSD2 HMT inh = -2; Rtt109 Vps75 = -17; LANA DNA inh = -0.2; Keap1 Nrf2 FP = -2; CDK5 p35 inh = 0.4; PvdQ acylase = -9; PfHsp90 yeast 2 = 13; dFosB act = -2; RTF Ca sens inh = -6; cardiac RTF act = -4; SUMO Mot1 rescue = .
Entry for O=C(CN1CCOc2ccccc21)NCc1ccccc1 → NSD2 HMT inh = .; Rtt109 Vps75 = 0; LANA DNA inh = -1.7; Keap1 Nrf2 FP = -4; CDK5 p35 inh = -7.5; PvdQ acylase = -22; PfHsp90 yeast 2 = 11; dFosB act = -11; RTF Ca sens inh = 3; cardiac RTF act = 10; SUMO Mot1 rescue = -22
